APE1 inh – APE1 (human) endonuclease inhibition. P27695. recombinant APE1, TAMRA/BHQ-2 abasic DNA cleavage fluorescence. Potency, µM (highest dose often 65.8 µM), without a hit: top-dose activity change, negative = inhibition, most hits filed as inhibitors. hit rate 0.35% among 350,000;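 also: plate controls were vehicle for no effect and reference inhibitor for full effect; nearly all actives have a fitted effect of over 55% in size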
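Activity was derived from the fluorescence gain between first and third kinetic reads (60 s intervals, ex 525/em 598 nm) after 50 nM THF-abasic TAMRA/BHQ-2 duplex was added to 0.75 nM APE1 preincubated 15 min with compound.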
POLK inh – inhibitors of human DNA polymerase kappa | hit rate 0.53% among 400,000 | Potency, µM (highest dose often 107 µM), for inactives: top-dose activity, negative = inhibition, hits mostly inhibitors | AID 588579 | purified Pol kappa, fluorescent DNA synthesis assay, 10 min; also: % is scaled to controls: 0 for no effect and ±100 for the full control effect
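Here, compound and 10 nM enzyme are combined for 15 min at room temperature; adding 50 nM substrate (final) starts DNA synthesis, tracked by fluorescence at 0 and 10 min against buffer-only wells.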
Pol iota inh – blocks human DNA polymerase iota activity | Pol iota fluorescent replication assay, 10 min | Q9UNA4 | Potency, µM (highest dose often 115 µM), for inactives: at the top dose activity, negative = inhibition, most hits filed as inhibitors | hit rate 1% among 390,000
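Pol iota at 10 nM preincubated 15 min with compounds at room temperature; reaction started with fluorescent substrate, 50 nM final. Fluorescence read kinetically at 0 and 10 min; buffer-only wells as negative control.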
BLM helicase inh – Bloom syndrome helicase (human) inhibition; P54132; recombinant BLM DNA unwinding, fluorescence dequenching; Potency, µM (series often up to 56.1 µM), for inactives: at the highest dose activity change, negative = inhibition, actives largely listed as inhibitors; hit rate 0.2% among 350,000; AID 2528;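 also: plate controls were vehicle for no effect and no enzyme for full effect; nearly all actives have a fitted effect of over 35% in size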
Anesthetic bind – binds horse apoferritin like a general anesthetic; Potency, µM (series often up to 77.5 µM), inactives show top-dose activity change, negative = displacement, usual class: inhibitors; hit rate 0.074% among 350,000; apoferritin/1-aminoanthracene competitive binding, fluorescence; P02791; also: % is scaled to controls: 0 for no effect and ±100 for the full control effect; nearly all actives have a fitted effect of over 20% in size
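Concentration-response curves derived by four-parameter Hill fitting of normalized fluorescence, where compounds displaced 1-AMA from 10 uM horse apoferritin following a brief 10 min room-temperature incubation; propofol titration acted as positive control.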
BAZ2B block – BAZ2B (human) inhibition; AlphaScreen BAZ2B-H3K14Ac peptide displacement; Potency, µM (doses to about 114 µM), for inactives: at the highest dose activity change, negative = inhibition, hits mostly inhibitors; hit rate 4.4% among 360,000; also: % is scaled to controls: 0 for no effect and ±100 for the full control effect; nearly all actives have a fitted effect of over 60% in size
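AlphaScreen displacement: compounds (up to 110uM) incubated 30 min at room temperature with a preformed 50 nM BAZ2B/50 nM biotinylated H3K14Ac peptide complex in PBS pH 7.4 with Tween-20. Donor and acceptor beads at 10 ug/mL final added, 20 min light-protected before reading.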
Pol beta inh – inhibitors of human DNA polymerase beta | hit rate 1.3% among 340,000 | Pol beta primer extension/strand displacement, fluorescence kinetic | P06746 | Potency, µM (titrated, usually from 114 µM), inactives show top-dose activity change, negative = inhibition, usual class: inhibitors; also: % is scaled to controls: 0 for no effect and ±100 for the full control effect
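Preincubation: enzyme (10 nM) with compound, 15 min, RT. Reaction: substrate added to 50 nM final. Reads: 0 and 10 min. Analysis: normalized, Hill fit.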
G9a block – blocks human histone lysine methyltransferase G9a. Q96KQ7. G9a H3K9 monomethylation, AlphaScreen, 2 h. Potency, µM (highest dose often 102 µM), for inactives: at the top dose activity, negative = inhibition, hits mostly inhibitors. hit rate 8.8% among 350,000. AID 504332; also: % is scaled to controls: 0 for no effect and ±100 for the full control effect; nearly all actives have a fitted effect of over 75% in size
Target sequence (Q96KQ7 913-1193 limits assumed): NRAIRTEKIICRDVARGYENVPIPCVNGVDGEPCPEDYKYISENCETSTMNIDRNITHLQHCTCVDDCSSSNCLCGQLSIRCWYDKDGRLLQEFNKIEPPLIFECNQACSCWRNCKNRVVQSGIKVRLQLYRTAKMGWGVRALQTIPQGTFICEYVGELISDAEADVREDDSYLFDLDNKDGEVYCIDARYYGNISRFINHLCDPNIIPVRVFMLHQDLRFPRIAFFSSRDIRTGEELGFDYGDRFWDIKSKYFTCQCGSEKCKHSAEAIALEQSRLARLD
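Step 1: enzyme (final 20 nM) with compound, 15 min RT. Step 2: substrate peptide 500 nM and SAM 20 uM, 2 h RT. Step 3: anti-H3K9me1 antibody and AlphaScreen beads, 10 min, then plate read.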
POLH inh – inhibitors of human DNA polymerase eta. Q9Y253. recombinant Pol eta, fluorescent DNA replication assay. hit rate 1.2% among 390,000. Potency, µM (series often up to 114 µM), for inactives: top-dose activity change, negative = inhibition, usual class: inhibitors. AID 588591; also: % is scaled to controls: 0 for no effect and ±100 for the full control effect
Target sequence (Q9Y253 whole entry, looked up): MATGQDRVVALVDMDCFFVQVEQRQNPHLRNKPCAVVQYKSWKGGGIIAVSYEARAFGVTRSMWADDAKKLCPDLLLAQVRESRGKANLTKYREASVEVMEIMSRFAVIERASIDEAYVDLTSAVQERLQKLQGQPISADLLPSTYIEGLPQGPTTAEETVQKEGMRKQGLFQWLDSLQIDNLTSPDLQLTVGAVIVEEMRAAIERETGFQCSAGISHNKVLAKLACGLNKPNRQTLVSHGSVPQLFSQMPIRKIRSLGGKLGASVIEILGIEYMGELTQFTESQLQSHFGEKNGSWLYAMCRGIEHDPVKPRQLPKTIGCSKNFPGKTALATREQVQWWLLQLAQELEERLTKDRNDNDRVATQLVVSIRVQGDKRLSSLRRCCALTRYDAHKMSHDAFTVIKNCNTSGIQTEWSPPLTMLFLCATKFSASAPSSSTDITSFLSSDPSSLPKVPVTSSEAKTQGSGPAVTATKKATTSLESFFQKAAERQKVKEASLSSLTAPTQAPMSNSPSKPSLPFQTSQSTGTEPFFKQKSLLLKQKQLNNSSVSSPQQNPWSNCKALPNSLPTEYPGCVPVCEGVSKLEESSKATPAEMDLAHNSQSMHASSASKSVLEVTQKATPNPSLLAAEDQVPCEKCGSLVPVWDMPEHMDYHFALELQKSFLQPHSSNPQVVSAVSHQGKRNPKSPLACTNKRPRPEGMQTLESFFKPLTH
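Pol eta (10 nM) was preincubated with compounds for 15 min at room temperature, after which fluorescent replication substrate (50 nM final) was added to start the reaction. Fluorescence was read kinetically at 0 and 10 min.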
Starred values were filed as active, the others as inactive; ? = inconclusive; nt = not tested or not shown; [ ] = another dose, or the depositor's remark. Calls follow the shape of the dose curve; as a rule, active = well fitted curve in the direction sought with a large enough effect; inconclusive = small, poorly fitted or top-dose-only effect, or another doubt; inactive = no such curve, though single readings can be large; an effect the other way counts as inactive or inconclusive. Potency is read from the fitted curve at half-maximal effect.

SMILES	APE1 inh	POLK inh	Pol iota inh	BLM helicase inh	Anesthetic bind	BAZ2B block	Pol beta inh	G9a block	POLH inh
CN(C)/C(=N\S(=O)(=O)c1ccccc1)c1ccc(F)cc1	2.9%	-2.7%	17.7%	-13.1%	-3.0%	14.8%	-12.0%	nt	-6.1%
CCCCn1c(N)c(N(CC(C)C)C(=O)C2CCN(c3ncnc4sc(C)c(C)c34)CC2)c(=O)[nH]c1=O	-3.4%	-9.4%	18.0%	nt	nt	-0.6%	nt	?	-8.2%
Cc1ccc(CCNC(=O)C2CCCN(S(=O)(=O)c3cccs3)C2)cc1 (stereo unspecified)	-0.9%	-3.5%	19.1%	-4.4%	-19.5%	3.4%	-23.1%	5.1%[59 µM]	-7.5%
CCOC(=O)c1nnc(-c2ccccc2)nc1N1CCSCC1	3.3%	-3.5%	22.3%	-4.2%	-20.0%	-27.2%	-9.4%	4.3%	-15.4%
O=C(NCc1ccco1)c1cc2sccc2n1Cc1ccccc1	13.7%	-28.3%	-29.3%[58.9 µM]	-10.0%	-9.3%	?	8.3%	?	-11.9%
O=C(Nc1ccc(F)cc1)c1ccc(-n2cncn2)c([N+](=O)[O-])c1	2.6%	-10.8%	-11.2%	-3.7%	-7.9%	-33.5%	0.0%	?	-2.5%
O=C(O)CN=C1CC(c2ccccc2)CC(=O)/C1=C(/O)CCCN1C(=O)c2ccccc2C1=O (stereo unspecified)	-9.5%	3.6%	29.3%	1.3%	1.3%	8.2%	30.4%	-46.2%	-24.8%
CC(C)CCNC(=O)Cc1csc(-c2ccccc2)n1	-4.2%	-0.1%	103.4%[activator]	-2.7%	?	-19.6%	12.8%	3.2%[59 µM]	-13.7%
CC(C)n1c(SCC(=O)Nc2ccc(N3CCOCC3)cc2)nnc1-c1ccco1	57.7%[activator]	2.2%	77.2%[activator]	-1.9%	12.4%	-16.0%	1.0%	-39.4%	-20.9%
CCCCNCc1cc2ccccc2o1	3.5%	-11.2%	2.3%	-3.9%	36.6%[activator]	-2.4%	2.3%	-1.9%	3.1%
O=S(=O)(c1ccc(F)c(F)c1)N1CCN(c2ncccn2)CC1	44.9%	1.3%	184.2%[activator]	0.3%	4.6%	-5.2%	15.8%	32.4%	-1.5%
COc1ccccc1CNC(=O)c1ccc(OCC2CCCO2)cc1 (stereo unspecified)	7.8%	-17.8%	13.4%	-0.6%	6.6%	-2.6%	-4.2%	18.9%[59 µM]	-12.3%
CCOC(=O)COc1coc(CN2CCN(c3cccc(Cl)c3)CC2)cc1=O	-4.8%	7.7%	-8.9%	-1.8%	-9.5%	-9.0%	1.8%	4.0%[0.501 µM]	-11.8%
COC(=O)c1cc(NS(=O)(=O)c2ccc(NCc3cccnc3)c([N+](=O)[O-])c2)cc(C(=O)OC)c1	3.1%	-0.4%	18.7%	-8.7%	-5.4%	-2.4%	-1.1%	-10.0%[59 µM]	-5.0%
O=C(Nc1ccc(F)cc1)N(CCCN1CCOCC1)Cc1cc2cc3c(cc2[nH]c1=O)OCO3	-6.3%	-3.6%	25.0%	5.1%	-3.7%	-0.2%	11.1%	17.2%[59 µM]	-20.7%
S=C(NCc1ccccc1)N1CCN(Cc2ccc3c(c2)OCO3)CC1	-1.8%	-9.5%	67.7%[activator]	-10.2%	6.1%	-37.3%	17.2%	3.2%[59 µM]	-0.1%
CC(C)(C)c1ccc(C(=O)NCC(=O)OCN2C(=O)c3ccccc3C2=O)cc1	-2.4%	-7.3%	-1.7%	2.7%	-17.0%	5.3%	4.5%	-1.5%[59 µM]	-18.2%
COc1cc(C2/C(=C(\O)c3cc(C)ccc3C)C(=O)C(=O)N2CCN(C)C)ccc1O (stereo unspecified)	6.7%	-3.9%	10.9%	-1.5%	-1.3%	-7.6%	0.4%	50.1µM*	-6.5%
COC(=O)c1ccc(CSc2nc3sc4c(c3c(=O)n2C)CCCC4)o1	0.8%	-11.0%	?	-7.0%	-22.6%	-8.8%	-13.5%	10.1%[59 µM]	-7.2%
CCOC(=O)Cc1csc(NC(=O)CSc2ccc(Br)cc2)n1	-9.6%	-1.6%	-18.0%	-6.8%	-5.8%	-1.9%	-2.5%	4.9%[59 µM]	-21.6%
CC(C)C(NC(=O)c1ccccc1)C(=O)OCn1nnc2ccccc2c1=O (stereo unspecified)	11.4%	20.5%	16.5%	nt	nt	10.8%	nt	12.0%[12.7 µM]	-4.6%
O=C(CN1C(=O)/C(=C2\SC(=S)N(C3CCS(=O)(=O)C3)C2=O)c2ccccc21)Nc1ccc(F)cc1 (stereo unspecified)	4.2%	-0.8%	21.1%	-2.6%	-12.5%	-19.8%	12.2%	20µM*	2.3%
CCOC(=O)C(C)On1c(-n2nc(C)cc2C)nc2ccccc2c1=O (stereo unspecified)	-0.9%	5.1%	6.2%	-0.9%	4.8%	7.8%	55.5%	?	2.0%
NNc1cc([N+](=O)[O-])cc2c1C(=O)N(Cc1ccccc1)S2=O (stereo unspecified)	-10.7%	79.4µM*	35.5µM*	-0.5%	-9.8%	?	?	2.82µM*	44.7µM*
CCCCN(C(=O)C1CC(=O)N(CCc2ccc(OC)c(OC)c2)C1)c1c(N)n(CCCC)c(=O)[nH]c1=O (stereo unspecified)	-8.6%	-8.2%	6.8%	nt	nt	-22.7%	nt	15.8µM*	8.0%
COc1ccc2nc(N3C(=O)/C(=C/c4ccc(Cl)cc4)NC3=S)sc2c1	0.7%	-12.5%	50.0%[activator]	-6.9%	-11.5%	-9.5%	?	12.4%[59 µM]	-13.1%
COc1ccc(/C=N/NC(=O)c2ccc(Cl)cc2)cc1COC(C)=O	-6.2%	-8.7%	21.8%	-3.6%	-5.1%	2.4%	3.9%	-4.3%[59 µM]	-10.7%
Cc1cc(C)c(C)c(S(=O)(=O)N2CCC(C(=O)NCCCN3CCOCC3)CC2)c1C	1.6%	13.6%	16.9%	nt	nt	-6.5%	nt	-9.4%[12.7 µM]	-4.2%
Cc1ccc(SCCNC(=O)C(C)C)cc1	-1.0%	-2.7%	21.0%	-1.8%	4.1%	3.2%	8.3%	2.2%[12.7 µM]	2.1%
Cc1cc(C)c2[nH]c(=O)c(CN(CC3CCCO3)C(=O)C3CCCO3)cc2c1 (stereo unspecified)	-3.3%	-10.9%	?	1.7%	-12.9%	nt	-0.9%	2.4%[59 µM]	-5.4%
COc1ccc(OC)c(C2C(C(=O)c3ccc(C)o3)=C(O)C(=O)N2c2cc(C)on2)c1 (stereo unspecified)	7.6%	-6.4%	3.4%	-2.7%	-17.9%	-33.5%	12.8%	50.1µM*	-11.7%
Cc1c(C)n(Cc2ccccc2)c2ncnc(NCCN(C)C)c12	13.5%	-5.0%	-24.8%	1.1%	-14.4%	-30.8%	?	?	-6.8%
O=C(NCCn1cc(SCc2ccc(F)cc2)c2ccccc21)c1ccccc1F	10.1%	-9.9%	15.4%	-13.9%	10.4%	-1.2%	1.1%	?	-7.3%
CCc1nc2ccccc2c(C(=O)OCC(=O)C(C)(C)C)c1C	?	5.0%	17.6%	-7.5%	-17.6%	11.7%	6.0%	-2.5%	-11.5%
O=S(=O)(c1ccccc1)N1CCN(C(c2ccccc2)c2ccc(OC(F)(F)F)cc2)CC1 (stereo unspecified)	17.7%	1.2%	20.8%	-9.1%	-2.9%	-17.4%	7.9%	12.4%	-12.3%
Cc1ccccc1NC(=S)N(Cc1cccnc1)Cc1ccccc1Cl	7.2%	-7.8%	60.3%[activator]	-8.9%	-7.6%	-17.3%	28.3%	-34.0%	-18.4%
Fc1cccc(-n2ncc3c2ncn2nc(COc4ccc(Cl)cc4)nc32)c1	nt	18.5%	0.8%	-1.8%	1.9%	4.7%	11.3%	12.0%[59 µM]	nt
CCC(CC)C(=O)Nc1ccc2nc(SCC(=O)N3c4ccccc4CC3C)sc2c1 (stereo unspecified)	nt	2.3%	16.3%	-8.4%	-5.3%	-17.5%	0.4%	-21.0%[59 µM]	-21.8%
COc1ccc(CCNC2CC(=O)N(N(C)C)C2=O)cc1OC (stereo unspecified)	-0.3%	3.5%	10.5%	-0.5%	-7.5%	-36.3%	1.3%	?	-12.2%
N#CCSc1nnc(Cc2cccc3ccccc23)n1C1CCCCC1	1.8%	0.1%	3.6%	-4.0%	?	-9.5%	13.3%	1.9%[59 µM]	-14.0%

Records above printed as active in Pol iota inh:
| smiles | APE1 inh | POLK inh | Pol iota inh | BLM helicase inh | BAZ2B block | G9a block | POLH inh |
| --- | --- | --- | --- | --- | --- | --- | --- |
| NNc1cc([N+](=O)[O-])cc2c1C(=O)N(Cc1ccccc1)S2=O (stereo unspecified) | -10.7% | 79.4µM* | 35.5µM* | -0.5% | ? | 2.82µM* | 44.7µM* |

(continued)
SMILES	APE1 inh	POLK inh	Pol iota inh	BLM helicase inh	Anesthetic bind	BAZ2B block	Pol beta inh	G9a block	POLH inh
C[Se]CCC(N)C(=O)O (stereo unspecified)	-1.0%	-2.6%[60.1 µM]	nt	-11.2%	1.7%	nt	nt	?	nt
Cc1ccsc1CN(C)CC(=O)NCC(=O)Nc1ccc(F)c(F)c1F	18.5%	4.9%	1.7%	nt	nt	nt	nt	nt	-18.4%
CCn1c(=NC(=O)c2cccc(N3C(=O)CCC3=O)c2)sc2c(C)ccc(OC)c21	-0.8%	-7.0%	6.1%	-0.5%	-5.8%	5.9%	33.8%	-0.7%	-4.7%
N#Cc1ccc(C(=O)N2CCN(C(=O)C3CCCO3)CC2)cc1 (stereo unspecified)	6.7%	-9.3%	-25.3%	nt	nt	-6.7%	nt	?	-9.3%

3 entries drawn at random from the list so far:
SMILES	APE1 inh	POLK inh	Pol iota inh	BLM helicase inh	Anesthetic bind	BAZ2B block	Pol beta inh	G9a block	POLH inh
C[Se]CCC(N)C(=O)O (stereo unspecified)	-1.0%	-2.6%[60.1 µM]	nt	-11.2%	1.7%	nt	nt	?	nt
N#Cc1ccc(C(=O)N2CCN(C(=O)C3CCCO3)CC2)cc1 (stereo unspecified)	6.7%	-9.3%	-25.3%	nt	nt	-6.7%	nt	?	-9.3%
CCn1c(=NC(=O)c2cccc(N3C(=O)CCC3=O)c2)sc2c(C)ccc(OC)c21	-0.8%	-7.0%	6.1%	-0.5%	-5.8%	5.9%	33.8%	-0.7%	-4.7%

Assay outcomes from PubChem BioAssay.

Not all compounds are listed (hit frequency here may not be typical).
